HT1080 IDH1KD tx: qHTS for induction of synthetic lethality in tumor cells producing 2HG: qHTS for the HT-1080-IDH1KD cell line | HT-1080 IDH1 knockdown viability, ATP luminescence, 48 h | actives 2% (n = 360,000) | AID 686971, 2013 | Potency, µM (series often up to 46.1 µM), inactives show at the highest dose activity, negative = toxicity, hits mostly cytotoxic;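 also: potency is read from the fitted curve at half-maximal effect; 0% = DMSO wells and -100% = cell-free medium wells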
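Viability of IDH1-knockdown HT-1080 fibrosarcoma cells was assessed by CellTiter-Glo after 48 h at 37 °C with titrated compound; concentration-effect curves were classified by fit quality and response size.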
ATXN2 expr inh: Primary qHTS for Inhibitors of ATXN expression; actives 0.72% (n = 360,000); Potency, µM (series often up to 57 µM), for the others: top-dose activity change, negative = inhibition, usual class: inhibitors; HEK-293 ATXN2-luciferase reporter, luminescence, 24 h; also: potency is read from the fitted curve at half-maximal effect; % is scaled to controls: 0 for no effect and ±100 for the full control effect; nearly all actives have a fitted effect of over 55% in size
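qHTS (up to 57 uM final) was run with 24 h compound exposure of reporter cells at 37 °C. Each well was multiplexed: SteadyGlo luminescence measured ATXN2-luciferase expression after a fluorogenic Gly-Phe-AFC viability readout (25 uM final).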
SW480 rerep: A quantitative high throughput screen for small molecules that induce DNA re-replication in SW480 colon adenocarcinoma cells; AID 624297, 2012; Potency, µM (highest dose often 46.1 µM), without a hit: at the highest dose re-replication activation, most hits filed as activators; SW480 DNA re-replication, Hoechst DNA content imaging, 48 h; actives 1.8% (n = 340,000); also: potency is read from the fitted curve at half-maximal effect; % of control where 0% means no effect; nearly all actives have a fitted effect of over 55% in size
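First, 250 cells per well were seeded. Next, compound or vehicle (23 nL) was pinned in, plates sat 48 hr at 37 C. Finally Hoechst was added for 40 min before fluorescence scanning.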
ATXN viability: Viability Counterscreen for Primary qHTS for Inhibitors of ATXN expression | actives 0.49% (n = 400,000) | AID 651635, 2014 | Potency, µM (highest dose often 56.7 µM), usual class: cytotoxic | S2 cells (HEK-293 line with an ATXN2-luciferase reporter) viability, CellTiter-Fluor protease fluorescence, 24 h; also: potency is read from the fitted curve at half-maximal effect; nearly all actives have a fitted effect of over 40% in size
MCF10A rerep: A quantitative high throughput screen for small molecules that induce DNA re-replication in MCF 10a normal breast cells | MCF 10A DNA re-replication, Hoechst nuclear intensity, 48 h | Potency, µM (top dose mostly 46.1 µM), for inactives: at the top dose activity, positive = re-replication, most hits filed as activators | actives 2.9% (n = 350,000) | AID 624296, 2012; also: potency is read from the fitted curve at half-maximal effect; % of control where 0% means no effect; nearly all actives have a fitted effect of over 50% in size
HepG2 viability: qHTS for Inhibitors of TGF-b: Cytotox Counterscreen; Potency, µM (series often up to 46.1 µM), for inactives: at the top dose activity change, negative = cytotoxicity, hits mostly cytotoxic; actives 0.76% (n = 410,000); HepG2 CAGA-GFP viability, ATP luminescence, 18 h; AID 588856, 2011; also: potency is read from the fitted curve at half-maximal effect; some results filed as inactive show a strong effect at the top dose
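CellTiter-Glo luminescence gave cytotoxicity after 18 hours at 37 degrees C. The cells were HepG2 CAGA-GFP in 1% FBS DMEM, stimulated with 500 pg/mL TGF-beta after compound addition. %Activity was normalised to no-cell wells (complete cell-killing) and DMSO (no toxicity), and curves were fitted and classified.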
IL1B secr inh: qHTS for Inhibitors of Inflammasome Signaling: IL-1-beta AlphaLISA Primary Screen; THP-1 LPS/ATP IL-1B secretion, AlphaLISA, 16 h; stronger effect = lower value; activity change, % at 57.5 µM; actives 4.7% (n = 360,000); in the data active = activity change below about -50%; inconclusive = mostly about -30% to -49%; also: % is scaled to controls: 0 for no effect and ±100 for the full control effect
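THP-1 cells pretreated 1 hr with compounds (up to 57.5 uM final), then stimulated with LPS (250 ng/mL final) plus ATP (1.25 mM final); secreted IL-1B measured by AlphaLISA after 16 hr, decreased signal indicating inhibition.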
KB-3-1 tox: qHTS assay for MDR1-selective chemotherapeutics: Primary screen using the parental adenocarcinoma cell KB-3-1; Potency, µM (titrated, usually from 46.1 µM), without a hit: at the highest dose activity change, negative = cytotoxic, most hits filed as cytotoxic; actives 1.4% (n = 400,000); KB-3-1 viability, CellTiter-Glo ATP luminescence, 72 h; also: potency is read from the fitted curve at half-maximal effect; % is scaled to controls: 0 for no effect and ±100 for the full control effect; nearly all actives have a fitted effect of over 60% in size
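Using CellTiter-Glo luminescence, growth of non-resistant KB-3-1 adenocarcinoma cells is assessed 72 h after pin-tool compound addition at 37 °C. Normalized responses across the concentration series yield fitted curves.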
HT1080NT lethal: qHTS for induction of synthetic lethality in tumor cells producing 2HG: qHTS for the HT-1080-NT fibrosarcoma cell line; AID 686970, 2013; Potency, µM (doses to about 46.1 µM), inactives show at the top dose activity, negative = less viability, most hits filed as cytotoxic; HT-1080-NT fibrosarcoma viability, CellTiter-Glo ATP luminescence, 48 h; actives 1.6% (n = 360,000);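 also: NT is the 2HG producing partner of a matched IDH1 knockdown line; potency is read from the fitted curve at half-maximal effect; 0% = DMSO-treated cells and -100% = media-only wells without cells; nearly all actives have a fitted effect of over 55% in size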
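Read-out is CellTiter-Glo luminescence after 10 minutes at room temperature, following 48 hours' compound treatment of HT-1080-NT cells (750 cells/well, RPMI, 5% FBS, 37 degrees C).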
Active calls of the source: *; i = inactive; u = inconclusive; x = no result given; & = joins results of further samples; [ ] = remark or other dose. Unless noted, calls follow the shape of the dose curve; as a rule, active = well fitted curve in the direction sought with a large enough effect; inconclusive = small, poorly fitted or top-dose-only effect, or another doubt; inactive = no such curve, though single readings can be large; an effect the other way counts as inactive or inconclusive. The order is random; 8.9% or so of the library scored in one or more.

SMILES	HT1080 IDH1KD tx	ATXN2 expr inh	SW480 rerep	ATXN viability	MCF10A rerep	HepG2 viability	IL1B secr inh	KB-3-1 tox	HT1080NT lethal
COc1ccc(-c2[nH]nc3nc(-c4cc(Br)ccc4OC)cc(C(=O)O)c23)cc1	x	-7.2%	x	i	x	-15.5%	x	6.2%	x
O=C(Nc1ccccc1)/C(=C\c1ccncc1)NC(=O)c1ccccc1	17.2%	-13.3%	-4.1%	i	5.8%	-19.9%	-12.0	4.3%	12.2%
O=C(O)c1ccc2c(=O)n(-c3ccccc3F)c(=S)[nH]c2c1	-7.5%	-5.7%	-3.8%	i	-0.7%	-1.4%	32.2	4.6%	4.5%
Cc1cc(C(=O)Nc2c[nH]c(=O)[nH]c2=O)ccc1[N+](=O)[O-]	12.7%	-24.2%[11.3 µM]	-5.2%	i	-1.9%	1.8%	29.2	0.0%	20.5%
CCC1NC(=S)N(C2CCCCC2)C1=O (configuration not stated)	23.0%	0.6%	0.9%	i	0.3%	-9.0%	-3.1	1.3%	-1.0%
CN(C)/C=C/C(=O)c1cc(N2CCOCC2)ccc1[N+](=O)[O-]	2.3%	2.9%	-4.0%	u	-0.1%	-1.6%	7.3	2.6%	5.0%
COC(=O)C1N[C@@H]([C@@H](NC(=O)COc2ccccc2)C(=O)NC2CC2)SC1(C)C (some centres not stated)	18.7%	6.0%	-3.5%	i	8.9%	0.2%&-2.2%	4.3	9.6%&13.8%	18.8%
CCOC(=O)c1cnc2c(C(F)(F)F)cccc2c1N1CCOCC1	0.2%	4.7%	0.0%	i	4.3%	11.8%	-25.0	4.2%	1.1%
CCOC(=O)CCc1c(C)c2ccc(OCC(=O)N3CCOCC3)c(C)c2oc1=O	0.7%	11.2%	-0.8%	i	9.2%	-1.4%	0.0	21.1%	3.3%
CCCCCn1c(CN2CCN(c3cccc(Cl)c3)CC2)nc2c1c(=O)n(C)c(=O)n2C	1.5%	u	0.3%	u	-2.5%	-37.5%	-18.4	-7.6%	8.8%
Cc1c(N=Cc2cc(Br)cc(Br)c2O)cccc1C(=O)O	u	-17.8%	-0.6%	i	u	4.1%	0.0	u	13µM*
CCCn1c(SCC(=O)N2CCCC2=O)nc2ccccc2c1=O	-5.6%	2.3%	-5.1%	i	u	3.2%	-3.6	15.5%	-2.3%
CCOC(=O)c1c(-c2ccc(C)cc2)csc1NC(=O)c1cc(=O)c2ccc(C)cc2o1	x	-0.8%	x	i	x	-6.3%	x	10.9%	x
COc1cc2nc(N3CCNCC3)nc(N)c2cc1OC	1.8%	x	u	x	29.7%	-92.8%	22.2	u	0.5%
Cc1ccc(Cc2nnc(SCC(=O)Nc3ccccc3)[nH]c2=O)cc1	2.8%	11.2%	-1.0%	i	29.3%	-1.3%	16.4	-3.8%	6.9%
Cc1ccc(NC(=O)c2cccc(NC(=O)CCC(=O)O)c2)cc1C	7.5%	-7.1%	-2.5%	i	-1.7%	-41.3%	0.6	-0.8%	3.6%
CCN1CCCC1CNC(=O)Cn1nc(C)n2c(cc3cc(F)ccc32)c1=O (configuration not stated)	3.8%	-3.6%	-35.3%[inhibitor]	i	8.5%	-2.7%	11.0	u	-3.5%
CCOC(=O)c1cc(-c2ccccc2)n(CC(=O)N2CCCC2)c1C	9.9%	-0.1%	-9.1%	i	-3.4%	1.8%	-8.6	5.6%	9.3%
COc1ccc(/C=C(\NC(=O)c2ccco2)C(=O)N2CCOCC2)cc1	-5.7%	-6.9%	15.3%	i	u	-20.1%	3.7	-1.7%	1.9%
N#CCSc1nnc(N)s1	13.1%	-8.8%	-5.7%	i	-18.6%	3.1%	12.2	11.9%	6.9%
COC(=O)NC(Nc1sc2c(c1C(N)=O)CCCC2)(C(=O)OC)C(F)(F)F (configuration not stated)	7.4%	-3.6%	-0.7%	i	-2.1%	4.0%	0.0	10.6%	10.6%
CC(=O)N(C)c1ccc(NC(=S)NC(=O)/C=C/c2ccco2)cc1	7.9%	31.2%[activator]	-10.5%	i	8.0%	-0.2%	u	-8.9%	2.1%
CC(=O)NC(c1cccc(F)c1)c1nc(/C=C/c2ccccc2)cs1 (configuration not stated)	0.1%	-10.2%	x	i	x	-6.3%	-16.1	-14.2%	-8.6%
O=C(NCc1nnc2c(C(F)(F)F)cc(Cl)cn12)c1cccnc1	2.3%	x	-7.9%	i	u	-8.3%	22.7	-1.5%	2.2%
O=C(NCCS(=O)(=O)N1CCCCC1)c1ccc2c(c1)OCO2	10.9%	3.4%	2.4%	i	-4.0%	14.2%	-0.9	-1.2%	-4.4%
Next records follow:
SMILES	HT1080 IDH1KD tx	ATXN2 expr inh	SW480 rerep	ATXN viability	MCF10A rerep	HepG2 viability	IL1B secr inh	KB-3-1 tox	HT1080NT lethal
CCN(CC)CCOc1nnc(-c2ccc(OC)cc2)c2ccccc12	0.9%	-22.9%	21.3%	i	-0.2%	-26.5%	-4.2	-7.7%	-13.5%
CC(O)(c1cccc(F)c1)c1nc(-c2cccc(C(=O)O)c2)cs1 (configuration not stated)	0.0%	47.6%[activator]	x	i	x	-2.1%	19.1	0.0%	8.8%
COc1ccc(OC)c(C2C(C(=O)c3cccs3)=C(O)C(=O)N2c2cc(C)on2)c1 (configuration not stated)	1.1%	14.5%	-1.1%	i	-0.1%	6.5%	26.7	7.8%	2.2%
COC(=O)C[C@H]1CC[C@@H](NC(=O)c2ccncc2)[C@@H](CO)O1	18.0%	x	x	x	x	x	15.6	0.2%	23.5%
CCOC(=O)N1CCN(C(=O)COc2ccc(Cl)cc2)CC1	-2.0%	-4.1%	1.3%	i	1.8%	0.7%	9.3	0.5%	8.6%
CC(C)(CC(=O)O)CC(=O)Nc1ccc(Cl)c(Cl)c1	7.3%	0.4%	0.7%	i	-0.7%	0.2%	12.7	16.0%	2.9%
Cc1cccc(N(C(=O)c2snc(C(N)=O)c2N)C(C(=O)NC2CCCC2)c2ccco2)c1 (configuration not stated)	-12.4%	12.5%	u	i	u	8.4%	-28.5	-2.1%	-13.3%
CCOc1ccc2c(c1)n([O-])c1c([n+]2=O)CCCC1	10.4%	11.6%	-1.0%	i	-3.4%	-0.4%	9.9	9.7%	2.4%
CC1CCN(CCCCOc2cccc(C(C)C)c2)CC1	-2.8%	-20.2%	1.5%	i	u	-28.4%	-20.4	-7.2%	0.7%
O=C(/C=C/Nc1ccccc1F)c1cccs1	-10.3%	18.5%	1.9%	i	-3.0%	-50.3%	u	-23.6%	-1.5%
CC(C)(O)c1cc2ccc(C#Cc3ccsc3)cc2c(=O)o1	-0.7%	4.1%	-23.8%	i	u	-29.4%	-22.4	0.9%	-9.1%
CS(=O)(=O)N(CC(=O)NCc1ccco1)c1ccc2c(c1)OCO2	10.9%	-4.5%	-2.7%	i	1.4%	-2.7%	9.4	-3.0%	3.7%
CC(C)(C)OC(=O)N1CCC(C(N)=O)CC1	-2.4%	-29.6%	-12.2%	i	1.6%	-12.0%	-4.2	3.3%	-14.5%
Cc1cc(=O)n(CNC(=O)c2ccccc2)c(=S)[nH]1	23.7%	-8.3%	-4.3%	i	-7.3%	5.6%	21.1	7.3%	-1.0%
CC(C)c1ccc(CC(=O)N2CCC2(C)C(=O)NCCC#N)cc1 (configuration not stated)	5.4%	0.5%	x	i	x	-9.8%	0.0	0.0%	11.7%
O=C(O)c1ccccc1SCc1ccc2c(c1)OCO2	-0.8%	2.5%	-5.8%	i	6.5%	3.5%	4.4	3.0%	-0.9%
O=C(NNC(=O)c1ccc(Cl)cc1Cl)c1cccs1	1.4%	8.7%	-28.8%	i	-2.1%	-12.2%	0.0	-3.1%	4.8%
N#Cc1c(-c2c(Cl)cccc2Cl)noc1/C=C/Nc1ccc(C(=O)O)cc1	-1.8%	x	-3.3%	i	16.1%	-4.8%	23.1	-2.4%	3.3%
CCSc1nnc([C@@H]2CCCN2C(=O)OC(C)(C)C)o1	8.1%	0.6%	-0.3%	i	-11.1%	6.1%	19.5	11.8%	13.3%
Cc1ccc2nc(N3CCOCC3)c3nncn3c2c1	8.4%	12.2%	-2.9%	i	-5.4%	1.6%	-6.1	12.4%	3.6%
C[C@@H]1ON(C)[C@H]2C[C@H]3c4[nH]c5ccc(-c6ccc7c(c6)OCO7)cc5c4CCN3C(=O)[C@@H]12	u	u	x	i	x	-22.1%	-0.5	5.9%	u
CCNC(=S)N(Cc1cc2cccc(C)c2[nH]c1=O)C1CCCC1	0.2%	15.5%	-145.8%[inhibitor]	i	1.4%	0.0%	9.9	u	9.1%
Cc1ccccc1N=C1NC(=O)/C(=C/c2cccnc2)S1	-4.5%	x	-23.2%	i	u	-39.9%	0.0	-1.6%	8.3%

Shown in markdown: 3 of the compounds above
| SMILES | HT1080 IDH1KD tx | ATXN2 expr inh | SW480 rerep | ATXN viability | MCF10A rerep | HepG2 viability | IL1B secr inh | KB-3-1 tox | HT1080NT lethal |
| --- | --- | --- | --- | --- | --- | --- | --- | --- | --- |
| O=C(/C=C/Nc1ccccc1F)c1cccs1 | -10.3% | 18.5% | 1.9% | i | -3.0% | -50.3% | u | -23.6% | -1.5% |
| CC(C)(O)c1cc2ccc(C#Cc3ccsc3)cc2c(=O)o1 | -0.7% | 4.1% | -23.8% | i | u | -29.4% | -22.4 | 0.9% | -9.1% |
| CS(=O)(=O)N(CC(=O)NCc1ccco1)c1ccc2c(c1)OCO2 | 10.9% | -4.5% | -2.7% | i | 1.4% | -2.7% | 9.4 | -3.0% | 3.7% |

High-throughput results as filed in PubChem.
